Screening data: PubChem, Broad Institute
RAD52 inh: blocks human RAD52 DNA annealing; P43351; recombinant RAD52 DNA annealing, FRET fluorescence; inhibition, % at 18.7 µM; 0.46% of 360,000 active;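 active = every replicate showing at least 50% inhibition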
E-selectin induc: E-selectin induction on HUVECs | P16581 | HUVEC E-selectin immunofluorescence imaging; normalized: neutral wells 0, TNF-alpha wells 100 | activation, % at 7.58 µM | 0.37% of 260,000 active;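 active = mean E-selectin-positive cell signal at least 10% of the positive control, reached in at least 60% of replicates, without over 20% cell loss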;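 note: in these data hits start at about 27%; measured in HUVEC primary endothelial cells; signal is the percent of cells scored E-selectin positive by PE staining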
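Read-out: % PE-positive cells | Test system: HUVEC | Doses: One compound dose added by pin transfer | Buffer or medium: EGM-2 over gelatin coat | Signal: Immunofluorescence imaging | Benchmarks: TNF-alpha, DMSO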
Cneo AK release: Cryptococcus neoformans lysis via adenylate kinase release; 0.2% of 360,000 active; C. neoformans lysis, adenylate kinase release luminescence, 4 h; normalised: neutral wells 0, clomiphene wells 100; AID 651654; lysis activity, % at 15 µM;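 active = mean lysis activity across replicates of at least 80%, whatever share of replicates individually reach that level; inactive = mean lysis activity below 80%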
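Assay system: C. neoformans cells. Amount: yeast cell density of 5 × 10^6 cells/mL. Technique: AK luminescence. Buffer or medium: YPD. Times: static 4 h at 37 °C with compound, 1 h detection. Dosing: single-point compound dose. Read-out: lysis from increased AK signal.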
miR-122 sensor: blocks miR-122 activity in Huh7 sensor cells; activation (reporter increase), % at 12.5 µM; AID 602342; 0.3% of 340,000 active; Huh7 miR-122 Renilla luciferase sensor, 48 h; neutral wells = 0, positive control = 100;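 active = mean replicate activation score at least 90 and every replicate individually at or above 90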;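 note: higher luciferase means less miR-122 activity so hits act as miR-122 inhibitors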
PGC1a acetyl inh: PGC1a acetylation modulation, inhibitor mode; U2OS PGC1a acetylation, AlphaScreen anti-acetyl-lysine; with virally co-expressed GCN5 acetyltransferase; 0.17% of 350,000 active; inhibition, % at 15.6 µM;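 active = every replicate shows inhibition of at least 40%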;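 note: 0% = neutral control wells and 100% = positive control wells; some results beyond the cut were filed as inactive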
RAD54 inh: inhibitors of human RAD54 branch migration. AID 602329. RAD54 Holliday junction branch migration, FAM/BHQ fluorescence. 0.14% of 360,000 active. inhibition, % at 10.4 µM. Q92698;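 active = mean normalized replicate activity at least 40 and at least half of replicates scoring 40 or more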;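 note: 0% = median of neutral control wells and 100% = median of positive control wells; inhibitors cause a drop in the FAM fluorescence signal; in these data hits start at about 50%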
PglD inh: PglD (C. jejuni) enzyme inhibition. purified PglD enzyme, DTNB colorimetric CoA detection. inhibition, % at 12.5 µM. 0.098% of 360,000 active; in the data active = inhibition above about 16%, passing the limit was not always enough; note: strong numbers were not always called active
ERAP1 HTS inh: ERAP1 (human) enzyme inhibition. recombinant ERAP1, Leu-AMC fluorescence, 60 min. inhibition, % at 10.7 µM. AID 652197. Q9NZ08. 0.15% of 340,000 active;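 active = mean replicate inhibition of at least 30%, or all replicates individually reaching that 30% level; inactive = mean below 30% and not every replicate reaching it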;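 note: 0% = neutral control wells and 100% = L-leucinethiol positive control wells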
Target sequence (Q9NZ08 whole entry, looked up): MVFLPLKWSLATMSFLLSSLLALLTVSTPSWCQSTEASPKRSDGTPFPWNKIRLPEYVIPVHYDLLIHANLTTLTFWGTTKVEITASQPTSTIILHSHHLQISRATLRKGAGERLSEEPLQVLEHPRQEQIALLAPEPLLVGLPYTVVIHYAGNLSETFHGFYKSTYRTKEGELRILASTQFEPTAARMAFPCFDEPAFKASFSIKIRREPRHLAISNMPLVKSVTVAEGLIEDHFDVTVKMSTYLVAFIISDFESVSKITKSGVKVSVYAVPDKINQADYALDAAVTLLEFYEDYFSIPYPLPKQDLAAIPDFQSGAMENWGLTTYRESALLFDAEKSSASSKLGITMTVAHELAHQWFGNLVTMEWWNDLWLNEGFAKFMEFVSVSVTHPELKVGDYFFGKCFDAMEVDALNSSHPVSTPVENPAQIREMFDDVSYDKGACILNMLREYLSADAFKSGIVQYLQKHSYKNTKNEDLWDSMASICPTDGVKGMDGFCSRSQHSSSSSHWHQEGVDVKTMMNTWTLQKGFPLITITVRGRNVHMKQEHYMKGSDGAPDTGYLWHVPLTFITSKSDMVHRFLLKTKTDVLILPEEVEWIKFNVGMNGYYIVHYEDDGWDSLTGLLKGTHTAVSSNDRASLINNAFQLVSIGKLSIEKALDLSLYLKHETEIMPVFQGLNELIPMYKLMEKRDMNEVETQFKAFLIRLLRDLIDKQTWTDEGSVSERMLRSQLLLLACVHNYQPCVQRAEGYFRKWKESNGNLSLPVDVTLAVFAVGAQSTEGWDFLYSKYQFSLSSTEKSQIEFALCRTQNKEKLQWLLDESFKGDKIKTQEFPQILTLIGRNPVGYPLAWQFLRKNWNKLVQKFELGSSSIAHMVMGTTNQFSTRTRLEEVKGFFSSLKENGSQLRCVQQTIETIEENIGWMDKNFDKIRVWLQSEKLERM
* hit, by the source's call; x = not tested or not shown; [ ] = dose if it differs, or a comment.

Results follow in this order: PglD inh	miR-122 sensor	RAD52 inh	ERAP1 HTS inh	Cneo AK release	RAD54 inh	E-selectin induc	PGC1a acetyl inh
- CC(=O)N1CC(=O)N2[C@H](C1)[C@H](c1ccc(C#Cc3cccnc3)cc1)[C@@H]2CO
  x	x	2.4	0.5	x	x	0.2	8.6
- C[C@@H]1CN([C@H](C)CO)C(=O)c2cc(NC(=O)Nc3ccc4c(c3)OCO4)ccc2O[C@@H]1CN(C)Cc1ccc(-c2ccccc2)cc1
  -0.2	3.6[16.7 µM]	33.3	0.2	4.0	10.5	-6.9	-7.2
- Cc1ccccc1-c1cnc2c(c1)C(=O)N([C@@H](C)CO)C[C@H](C)[C@H](CN(C)C(=O)c1ccccc1)O2
  0.9	2.3[16.7 µM]	x	x	-0.6	2.1	0.2	5.3
- O=C(CS(=O)(=O)c1ccc(F)cc1)NCCS(=O)(=O)c1ccccc1
  3.4	0.0	-7.1	-2.6	2.5	-12.4	0.3	8.4
- COc1ccc(Nc2nc3ccc(C)cc3n3cnnc23)cc1Cl
  -2.6	-6.2	1.7	3.0	-1.1	15.3	-0.1	x
- CCN(CC)c1ccc(/C=N/NC(=O)c2cccc(N3CCCC3=O)c2)cc1
  x	-2.8	-10.6	0.5	x	x	x	-9.3
- Cc1noc(C)c1NC(=O)N1C[C@@H](O)COC[C@@H]2O[C@H](CC(=O)N3CCc4ccccc4C3)CC[C@H]21
  -0.8	4.3[16.7 µM]	x	x	0.8	7.4	0.0	4.7
- C[C@@H]1CCCCO[C@@H](CN(C)C(=O)Nc2ccc3c(c2)OCO3)[C@H](C)CN([C@H](C)CO)C(=O)c2cc(NC(=O)CCCN(C)C)ccc2O1
  2.9	4.5[16.7 µM]	-28.2	4.6	-0.2	8.5	-0.2	-2.5
- CCOC(=O)N1CCN(Cc2nc3c(c(=O)[nH]c(=O)n3C)n2Cc2cc(C)ccc2C)CC1
  -1.6	-0.7	-13.4	-0.6	1.8	-6.6	x	-10.7
- Cc1ccc(S(=O)(=O)N(C)C[C@H]2Oc3ccc(NS(=O)(=O)c4ccc(Cl)cc4)cc3CC(=O)N([C@@H](C)CO)C[C@@H]2C)cc1
  0.1	-4.8[16.7 µM]	15.7	1.2	49.5	-15.0	-0.3	-10.8
- CCCNC(=O)N[C@H]1CC[C@H](CC(=O)NCCc2ccccc2)O[C@@H]1CO
  -3.0	-9.0[16.7 µM]	1.9	-1.6	-0.6	-1.0	-0.4	-1.5
- OC[C@@H]1CN(CCN2CCOCC2)C[C@H](n2cnc3c(NC4CCC4)ncnc32)O1
  -1.5	1.3	-5.9	-0.5	0.6	-5.7	0.4	x
- COc1ccccc1NC(=O)COC(=O)C1=NN(c2ccccc2)C(=O)CC1
  2.1	-6.8	-7.8	-1.9	-0.9	-2.5	-0.3	5.0
- COc1ccc(NC(=O)N(C)C[C@@H]2OCCCC[C@H](C)Oc3ccc(NC(=O)C4CCCCC4)cc3C(=O)N([C@H](C)CO)C[C@@H]2C)cc1
  1.0	14.0[16.7 µM]	-11.9	0.7	1.6	4.4	23.5	-1.9
- COCC(=O)N1CC(=O)N2[C@H](CO)[C@@H](c3ccc(Br)cc3)[C@H]2C1
  x	x	-3.4	-1.9	x	x	0.0	3.2
- COCCN(C(=O)C(C)C)c1nnc(-c2ccc(C(C)(C)C)cc2)s1
  -2.1	-4.9	-6.7	-0.3	0.7	3.4	-0.1	0.2
- COc1ccc(NC(=O)Nc2ccc3c(c2)C(=O)N(C)C[C@H](OC)[C@@H](C)CN[C@@H](C)CO3)cc1
  -4.4	10.9[16.7 µM]	x	x	1.0	3.6	-0.2	-3.7
- Cc1ccc(-c2nc(CS(=O)(=O)CC(=O)NC3CC3)c(C)o2)cc1
  2.6	7.6	-12.4	3.4	-0.5	3.7	x	-5.5
- CC(=O)N1CCN(C(=O)c2ccc(S(=O)(=O)Nc3ccccc3C)cc2)CC1
  x	-0.3	-4.9	-3.0	x	x	-0.1	-0.2
- COc1ccc(CC(=O)Nc2cc(Cl)ccc2O)cc1
  6.5	-5.4	x	x	2.2	3.0	x	x
- Nc1nc(Cl)cc(Sc2ccc3ccccc3c2)n1
  0.3	7.6	x	x	4.1	2.2	x	6.4
- CC(NC(=O)c1ccccc1SCC(=O)N1CCCC1)c1ccc(F)cc1 (stereo not drawn)
  0.4	-3.8	-43.9	2.6	7.4	-4.9	10.1	x
- CC(C)(C)N(Cc1ccccc1)C(=O)COC(=O)CNC(=O)c1ccco1
  2.1	x	-18.6	1.3	-0.3	1.9	x	8.2
- O=C1CC(c2ccccc2)CN1Cc1ccccc1 (stereo not drawn)
  -1.4	8.6	x	x	-1.7	-4.5	x	-2.1
- CCOC(=O)/C(C#N)=C/c1cn(CCC(=O)O)nc1-c1cccc(Br)c1
  x	x	-5.3	-0.3	x	x	0.1	-10.9
- Cc1noc(C)c1NC(=O)N(C)C[C@@H]1Oc2ncc(C#CC(C)(C)O)cc2C(=O)N([C@H](C)CO)C[C@@H]1C
  0.5	-5.7[16.7 µM]	3.2	1.2	0.3	-11.9	0.0	9.5
- COCC#Cc1cnc2c(c1)C(=O)N([C@H](C)CO)C[C@H](C)[C@@H](CN(C)C(=O)Cc1ccncc1)O2
  -2.5	4.2[16.7 µM]	-34.2	0.7	3.6	-5.3	0.3	8.7
- Cc1cc(C)cc(NC(=S)NC(=O)CCN2C(=O)c3ccccc3C2=O)c1
  7.2	-3.6	x	x	3.2	-1.6	x	-10.6
- COc1cccc(CNC(=O)C2CCCN(S(=O)(=O)c3c(C)[nH]c(=O)[nH]c3=O)C2)c1 (stereo not drawn)
  -3.0	-2.0	x	x	-3.3	3.6	x	-0.9
- CN(C)c1cc[n+](Cc2c(Cl)cccc2Cl)cc1
  -1.0	-2.6	x	x	1.4	-14.5	-1.2	x
- Cc1cccc(-n2c(N)cc(=O)nc2SCC(=O)Nc2nnc(C)s2)c1
  1.9	-0.9	x	x	0.7	1.6	x	15.0
- CCc1nc(SCC(=O)NCC2CCCO2)c2c(=O)n(C)c(=O)n(C)c2n1 (stereo not drawn)
  -3.8	x	-8.9	0.4	0.3	2.5	0.6	x
- O=C1C(=Cc2cn(-c3ccccc3)nc2-c2ccc(OCc3ccccc3F)cc2)SC(=S)N1CCS(=O)(=O)O
  -5.0	-4.2	-164.8	-5.9	1.6	-2.5	0.0	x
- O=S(=O)(c1cccs1)n1cccn1
  3.4	-10.6	x	x	4.0	4.7	x	x
- CCCCN1C(=O)C(CC(=O)NC2CC2)CC(C(=O)N(C(C)C)C(C)C)=C1C (stereo not drawn)
  -1.5	0.8	-32.5	x	2.2	-6.0	3.3	15.2
- COc1ccc(-c2cc([C@H]3[C@@H]4C=CCC[C@@]4(C)C(=O)N3Cc3ccccc3)ccc2F)cc1
  2.3	4.5	-7.0	x	0.4	-7.6	-0.2	-7.9
- C[C@@H]1CN([C@H](C)CO)C(=O)c2cc(C#C[C@@H](C)O)cnc2O[C@@H]1CN(C)C(=O)c1ccccc1F
  0.4	-10.4[16.7 µM]	9.5	1.2	-6.9	-2.5	x	9.8
- C[C@H]1CCCCO[C@@H](CN(C)S(=O)(=O)c2cn(C)cn2)[C@@H](C)CN([C@@H](C)CO)C(=O)c2cc(NS(=O)(=O)c3ccccc3)ccc2O1
  0.3	-2.3[16.7 µM]	3.5	-0.6	-8.3	-3.4	-0.1	0.8
- Cc1c(NC(=O)c2ccc3c(c2)C(=O)N(CC2CCCO2)C3=O)cccc1C(=O)O (stereo not drawn)
  -0.8	0.0	x	x	-1.3	-1.1	x	0.3
- Cc1ccc(S(=O)(=O)Nc2ccc3c(c2)C(=O)N([C@H](C)CO)C[C@@H](C)[C@H](CN(C)C(=O)CCC(F)(F)F)OCCCC[C@@H](C)O3)cc1
  -0.6	2.4[16.7 µM]	16.3	-2.5	-4.0	1.9	x	-9.4
- COc1cc(F)ccc1S(=O)(=O)NCc1cccnc1
  3.2	x	-3.1	-2.9	0.9	-8.9	x	x
- O=C(c1ccco1)N1CCN(c2ncnc3c2oc2ccccc23)CC1
  -5.6	1.5	x	x	1.3	16.0	x	2.8
- O=C(NCc1ccccn1)c1cc(-c2ccccc2Cl)nc2ccccc12
  2.4	3.0	-24.1	4.4	-0.2	1.5	x	-2.2
- CNC[C@@H]1[C@H](c2ccccc2)[C@H](CO)N1C(=O)Nc1cccc(OC)c1
  6.1	0.0[16.7 µM]	-21.4	0.8	5.5	3.6	-0.1	-4.6
- COc1ccc(Nc2nc(N)nc(CN3CCC(C)CC3)n2)cc1
  -0.4	-0.1	-4.6	-1.1	26.4	-4.3	-0.4	0.9
- CCOc1ccc(-n2c(=O)c3sccc3n(Cc3cccc([N+](=O)[O-])c3)c2=O)cc1
  x	-0.7	-6.1	x	x	x	-0.6	-10.3
- CCc1cccc(NC(=O)Cn2c(=O)n(CCC(=O)NCC3CCCO3)c(=O)c3cc(OC)c(OC)cc32)c1 (stereo not drawn)
  0.2	-0.7	-24.6	-2.1	-1.8	-4.1	x	-4.0
- CC(NC(=O)Cc1cccs1)C(c1cccs1)N1CCN(c2ccccc2)CC1 (stereo not drawn)
  6.1	2.7	x	x	-1.5	-8.8	x	-46.2
- O=C(NC1CC1)c1cc(=O)c2ccccc2o1
  4.5	-7.0	x	x	0.8	3.8	x	-2.6
- O=C(CCCn1c(=O)c2cccn2c2cccnc21)N1CCN(c2ccccc2F)CC1
  0.4	2.6	8.0	-1.6	10.9	8.0	x	-6.8
- CN1CCN(C(=O)C[C@@H]2CC[C@@H]3[C@H](COC[C@H](O)CN3C(=O)Nc3ccc(Cl)cc3)O2)CC1
  -3.4	-2.0[16.7 µM]	-8.2	-1.5	-2.2	-7.7	0.2	1.8
- CCOC(=O)N1CCC(Nc2c(Nc3ccc(F)cc3)c(=O)c2=O)CC1
  3.0	1.2	x	x	1.8	3.4	x	-6.6
- COc1cc(/C=N/NC(=S)NC2CC3CCC2C3)ccc1O (stereo not drawn)
  0.8	-11.0	-12.3	x	6.6	-5.7	x	7.0
- COc1ccc(-c2csc(NC(=O)CSCC(=O)Nc3cc(C)on3)n2)cc1OC
  -3.6	x	-19.6	1.3	10.3	-6.5	x	x
- COC(=O)c1cc(C)sc1NC(=O)C1CC=CCC1C(=O)O (stereo not drawn)
  1.9	-5.7	-11.9	-5.3	0.2	3.5	x	-6.7
- C(=C\c1ccccc1)/CN1CCN(C(c2nnnn2C2CCCC2)C2CC2)CC1 (stereo not drawn)
  -2.6	-1.2	-19.8	1.7	1.9	-4.0	-0.3	2.4
- O=C(C[C@@H]1CC[C@@H]2[C@H](COC[C@H](O)CN2S(=O)(=O)c2ccc(F)cc2)O1)N1CCc2ccccc2C1
  3.4	0.5[16.7 µM]	-8.8	0.1	-3.6	2.9	-0.1	-8.2
- COc1ccccc1CNC(=O)C[C@H]1C[C@@H]2c3cc(NC(=O)C4CCC4)ccc3O[C@@H]2[C@H](CO)O1
  -1.4	1.6[16.7 µM]	-0.7	0.8	-4.4	-19.2	0.0	-3.2
- CC(/C=C1\SC(=S)N(CCC(=O)Nc2cccc(C(=O)O)c2)C1=O)=C\c1ccccc1
  -3.3	x	-181.5	-5.0	-3.3	-5.8	0.1	x
- NC(=O)c1cc2ccccc2o/c1=N/NC(=O)c1ccccc1
  -11.0	0.9	1.9	-1.3	1.5	-1.7	-0.2	8.1
